GPR151 activ: activators of human GPR151, primary screen, cell-based, PathHunter beta-arrestin, luminescence; G-protein coupled receptor 151 (Homo sapiens), Q8TDV0; PathHunter beta-arrestin GPR151 cells; activation, % at 11.2 µM; actives 1% (n = 650,000); AID 1508602, 2020; in the data active means activation above about 4.9%;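 further: 0% = median of compound wells and 100% = cells with positive control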
Target sequence (Q8TDV0 whole entry, looked up): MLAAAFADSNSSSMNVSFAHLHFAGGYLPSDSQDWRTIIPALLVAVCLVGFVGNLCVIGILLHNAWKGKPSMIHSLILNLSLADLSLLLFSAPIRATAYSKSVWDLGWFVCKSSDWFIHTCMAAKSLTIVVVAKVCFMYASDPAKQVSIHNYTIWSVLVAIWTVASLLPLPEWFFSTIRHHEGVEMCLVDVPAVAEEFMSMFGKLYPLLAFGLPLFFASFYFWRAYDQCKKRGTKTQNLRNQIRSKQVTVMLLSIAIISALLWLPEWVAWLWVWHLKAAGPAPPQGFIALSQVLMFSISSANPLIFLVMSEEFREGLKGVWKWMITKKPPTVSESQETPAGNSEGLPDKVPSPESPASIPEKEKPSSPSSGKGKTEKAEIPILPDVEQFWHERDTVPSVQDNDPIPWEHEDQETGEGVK
TEAD-YAP block: TEAD-YAP interaction inhibition, primary screen, TEAD-YAP interaction inhibitor project, luminescence, HEK-TIYL cells. AID 1259422, 2018. actives 1.4% (n = 640,000). TEAD-Gal4/YAP UAS-luciferase luminescence. inhibition, % at 9.12 µM; in the data active means inhibition above about 32%;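 further: 0% = median of test compound wells and 100% = reference inhibitor wells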
MITF inh: MITF inhibitors, primary screen, biochemical, AlphaScreen, human; Microphthalmia-associated transcription factor (Homo sapiens), O75030; AlphaScreen MITF homodimerization, bead proximity signal; inhibition, % at 2.6 µM; actives 0.91% (n = 650,000); in the data active means inhibition above about 50%;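 further: 0% = vehicle wells with protein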
Target sequence (O75030 whole entry, looked up): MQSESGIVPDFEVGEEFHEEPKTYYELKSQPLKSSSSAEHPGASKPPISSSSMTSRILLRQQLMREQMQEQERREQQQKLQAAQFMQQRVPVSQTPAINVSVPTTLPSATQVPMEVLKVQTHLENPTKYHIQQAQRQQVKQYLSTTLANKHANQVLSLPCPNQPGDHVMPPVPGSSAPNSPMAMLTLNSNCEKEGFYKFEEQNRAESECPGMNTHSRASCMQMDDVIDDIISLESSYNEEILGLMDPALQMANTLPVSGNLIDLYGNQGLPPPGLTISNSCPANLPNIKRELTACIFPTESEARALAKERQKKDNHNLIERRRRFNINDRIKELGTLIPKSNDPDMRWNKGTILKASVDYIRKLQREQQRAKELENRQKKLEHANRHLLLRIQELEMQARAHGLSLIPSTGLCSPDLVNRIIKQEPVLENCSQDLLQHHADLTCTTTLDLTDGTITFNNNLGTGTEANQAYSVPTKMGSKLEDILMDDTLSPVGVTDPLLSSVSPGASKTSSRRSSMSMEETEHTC
FBW7 act: FBW7 E3 ligase activators, primary screen, biochemical, AlphaScreen, human. AID 1259310, 2017. normalized activity (activation), % at 26.1 µM. AlphaScreen FBW7–phospho-cyclin E peptide binding, activator screen. F-box/WD repeat-containing protein 7 (Homo sapiens), Q969H0. actives 0.13% (n = 650,000); in the data active means normalized activity above about 1.9%;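 further: purified mutant Fbw7 with reduced substrate affinity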
Numbers without * were called inactive; nt = no result given; & = joins results of further samples. Rows are unselected. About 3.5% of those tested had a hit in this group.

A first look:
SMILES | GPR151 activ | TEAD-YAP block | MITF inh | FBW7 act
CSc1cccc2sc(NC(=O)c3ccccc3F)nc12 | 1.8 | -35 | -6 | -0.3
C=CCOCC(O)Cn1c(N(C)Cc2ccccc2)nc2c1c(=O)n(C)c(=O)n2C (centres undefined) | 0.0 | -5 | 22 | 1.1

The listing (from the top)
SMILES | GPR151 activ | TEAD-YAP block | MITF inh | FBW7 act
CSc1cccc2sc(NC(=O)c3ccccc3F)nc12 | 1.8 | -35 | -6 | -0.3
C=CCOCC(O)Cn1c(N(C)Cc2ccccc2)nc2c1c(=O)n(C)c(=O)n2C (centres undefined) | 0.0 | -5 | 22 | 1.1
Cc1nc2sccn2c1-c1csc(Nc2ccc(Br)cc2)n1 | 0.2 | 49* | -6 | -0.3
C/C(CC(=O)NC12CC3CC(CC(C3)C1)C2)=N\NC(=O)C12CC3CC(CC(C3)C1)C2 | 0.8 | -9 | 2 | 0.1
Cn1cc(CN2CCOc3ccc(C4=CCCCC4)cc3C2)cn1 | -0.1 | 2 | 20 | -0.1
Cc1cc2c(o1)CCc1sc(N(C)C(=O)CCn3ncc4ccccc43)nc1-2 | -0.5 | -8 | -34 | -0.1
COc1ccc(S(=O)(=O)N(CCc2ccccc2)CC(=O)Nc2cccc(Cl)c2C)cc1OC | 0.0 | -11 | -5 | 0.0
Cc1ccccc1-c1nnc2n1N=C(c1ccc(Cl)cc1)CS2 | 6.6* | 3 | 4 | 0.1
CCc1ccc(C2C(C(=O)OC3CCCCC3)=C(C)NC3=C2C(=O)CCC3)cc1 (centres undefined) | 1.6 | -1 | 0 | -0.1
CCOC(=O)c1sc(NC(=O)C(C)Sc2nnc(CNC(=O)COc3ccccc3)n2Cc2ccccc2)c(C(=O)OCC)c1C (centres undefined) | -0.5 | 1 | -3 | 0.1
CNC(=S)NCc1ccc2[nH]c(C)cc2c1 | 2.1 | -1 | 18 | 0.1
O=C(/C=C/Nc1ccc(F)cc1)c1ccc(Br)cc1 | -0.2 | -58 | 5 | 0.1
COc1ccc(/C(N)=N/OC(=O)c2cc(C)ccc2C)cc1OC | 0.4 | -3 | 7 | 0.1
Cc1ccccc1-n1c(=O)c2ccccc2n2c(SC3CCOC3=O)nnc12 (centres undefined) | 0.6 | 3 | 5 | -0.1
COc1ccc(CN2CCN(Cc3cccn3-c3ccccn3)CC2CCO)c(F)c1 (centres undefined) | -0.2 | 3 | 16 | 0.0
COc1ccc(CCNC(=O)C2CCC(Cn3c(=S)[nH]c4ccsc4c3=O)CC2)cc1OC (centres undefined) | 1.0 | -17 | 1 | -0.1
CC(C)n1c(-c2ccc(N3CCN(C)CC3)cc2)nc2c(NC3CCN(Cc4ccccc4)CC3)ncnc21 | -0.5 | 6 | 18 | -0.3
Cc1ccc(C2Oc3ccc(Cl)cc3C3=C2C(c2cccnc2)n2nnnc2N3)cc1 (centres undefined) | -0.8 | 6 | -4 | 1.0
CCC(CC)CN1CCC2(CC1)c1ccccc1[C@@H](NC(=O)CSC)[C@@H]2OC | -0.9 | 6 | -7 | 0.2
Cc1ccc(C(=O)N/C(=C\c2ccc(Cl)cc2)C(=O)NCCCN2CCOCC2)cc1 | -1.5 | -8 | -8 | -0.1
c1ccc2oc(-c3ccc(OC4CCNCC4)cc3)cc2c1 | 1.5 | 68* | -4 | -0.1
COC(C(=O)N1CCC[C@@H]2CN(Cc3cccs3)CC[C@H]21)c1ccccc1 (some centres undefined) | 0.2 | 5 | -6 | -0.2
CCOC(=O)COc1ccc2c3c(c(=O)oc2c1)CCCC3 | -1.2 | -3 | 16 | 0.0
Cn1c2ccccc2n2c(=O)n(CC(=O)N3CCNC(=O)C3(C)C)nc12 | 2.6 | 0 | -9 | -0.1
CCc1ccc(CN2CCc3nnc(CNC(C)=O)n3CC2)o1 | -0.8 | -5 | 6 | 0.1
Next records
SMILES | GPR151 activ | TEAD-YAP block | MITF inh | FBW7 act
COc1ccc(N=C2SC(C(=O)Nc3cccc(C)c3)CC(=O)N2CCc2ccc(OC)c(OC)c2)cc1 (centres undefined) | 1.5 | -2 | 1 | -0.1
O=C(O)C1CC(=O)N(c2ccc(OCc3ccc(Cl)cc3Cl)cc2)C1 (centres undefined) | -0.4 | -2 | -4 | -0.1
CC(C)n1cc([C@@H]2C[C@H]3CN(Cc4cccc(Cl)c4)C(=O)[C@]34CCCN24)cn1 | -0.2 | -2 | -10 | 0.0
CC(=O)NC1(c2ccc(F)cc2)CCN(CC(=O)NCc2ccco2)CC1 | 0.8 | -7 | -1 | -0.1
CC(C)=CCN1CCNC(=O)C1CC(=O)NCCN1CCCCC1=O (centres undefined) | 0.2 | -1 | 7 | -0.1
CCOC(=O)c1ccc(N2C(=O)C(O)=C(C(C)=O)C2c2ccc([N+](=O)[O-])cc2)cc1 (centres undefined) | -0.1 | -11 | 2 | 0.5
Cc1nc(N)cc(C[n+]2csc(CCO)c2C)n1 | 3.7&-1.0 | 1&-7 | 0&-27 | -0.1&-0.1
COc1ccc(Cl)cc1NC(=O)N1CCN(c2ccc(-c3ccco3)nn2)CC1 | -1.4 | -7 | 14 | -0.1
CCOC(=O)c1c(NC(=O)CC)sc(C(C)=O)c1C | -1.2 | 3 | -1 | 0.3
CCN(CC)Cc1cc(CN[C@H]2C[C@H]3C(=O)N[C@@H](Cc4c[nH]c5ccccc45)C(=O)N3C2)ccc1OC | 0.2 | 7 | -2 | 0.1
CCc1nnc(NC(=O)c2sc3nc4c(cc3c2N)CCC4)s1 | -1.3 | -76 | 1 | 0.2
Cc1ccc(NC(=O)N[C@H]2C[C@H]3C(=O)N[C@H](Cc4ccccc4)C(=O)N3C2)cc1C | -1.5 | 1 | 9 | 0.1
Cc1ccc(-c2n[nH]c3nc(C)cc(=O)n23)cc1 | 0.5 | 1 | 11 | 0.1
COCCCNc1ncnc2sc(C)c(C)c12 | 0.9 | -6 | 68* | -0.1
CCC(=O)Nc1c2c(nn1-c1ccccc1)CS(=O)C2 (centres undefined) | 1.3 | 14 | -14 | 0.1
COc1cc(CN2CCCC(C(=O)N3CCCCCC3)C2)cc(OC)c1OC (centres undefined) | -0.1 | 0 | 61* | -0.1
Cc1nc(C)c(-c2ccc(SCC(=O)Nc3nccs3)nn2)s1 | 1.4 | -6 | 4 | 0.5
CN(C)c1ccc(/C=N/n2c(=O)[nH][nH]c2=O)cc1 | -0.3 | 16 | 7 | 0.1
N#Cc1cccc(C(c2nnnn2Cc2ccc(F)cc2)N2CCC(O)CC2)c1 (centres undefined) | -0.2 | 2 | 0 | 0.0
COC(=O)COc1ccc(S(=O)(=O)Nc2cccc(C)c2C)cc1 | 1.9 | 0 | 6 | 0.0
O=[n+]1cc(-c2ccc(Cl)cc2)n([O-])c2c1CCCC2 | 0.4 | 0 | -1 | 0.9
COc1cccc(NC(=O)Cc2nnc(SCC(=O)Nc3cccc(F)c3)n2C)c1 | -0.4 | -4 | -4 | -0.1
Cc1ccccc1OCC(=O)Nc1ccc(Br)cc1F | -0.2 | -7 | 11 | 0.0
CCOc1ccc(NC(=O)CN(Cc2ccccc2)S(=O)(=O)c2ccc(C)cc2)cc1 | 1.4 | 7 | 8 | -0.1
COc1ccccc1CCc1nnc(CCC(=O)NCCc2ccc(O)cc2)o1 | 0.5 | -1 | -10 | 0.1

Retrieved by compound from above, 5 records:
SMILES | GPR151 activ | TEAD-YAP block | MITF inh | FBW7 act
CCOC(=O)c1sc(NC(=O)C(C)Sc2nnc(CNC(=O)COc3ccccc3)n2Cc2ccccc2)c(C(=O)OCC)c1C (centres undefined) | -0.5 | 1 | -3 | 0.1
COC(=O)COc1ccc(S(=O)(=O)Nc2cccc(C)c2C)cc1 | 1.9 | 0 | 6 | 0.0
Cc1ccccc1OCC(=O)Nc1ccc(Br)cc1F | -0.2 | -7 | 11 | 0.0
COCCCNc1ncnc2sc(C)c(C)c12 | 0.9 | -6 | 68* | -0.1
CC(=O)NC1(c2ccc(F)cc2)CCN(CC(=O)NCc2ccco2)CC1 | 0.8 | -7 | -1 | -0.1

(more compounds)
SMILES | GPR151 activ | TEAD-YAP block | MITF inh | FBW7 act
COc1ccccc1NC(=O)c1ccc(N2CC3CC(C2)c2cccc(=O)n2C3)c(NC(=O)c2cccnc2)c1 (centres undefined) | 0.3 | -16 | -6 | -0.1
COCCn1c(SCC(=O)NCc2ccco2)nnc1C(C)C | -0.4 | 0 | 1 | 0.0
COc1ccc(C2CC(=O)C3=C(C2)Nc2ccccc2NC3c2ccccc2F)cc1OC (centres undefined) | 0.5 | 8 | 13 | -0.1
COc1cc(/C=C2/C(=N)N3N=C(Cc4ccccc4)SC3=NC2=O)ccc1OC(=O)c1ccc(F)cc1 | 0.1 | 15 | 1 | -0.1
COC(=O)c1cc(C(=O)OCC(=O)N2c3ccccc3NC(=O)C2(C)C)cc([N+](=O)[O-])c1 | 0.6 | -3 | 0 | -0.1
COc1ccc(CCN2C(=O)CC(C(N)=O)SC2=Nc2ccccc2)cc1 (centres undefined) | 0.7 | 4 | -2 | 0.0
O=C(c1cccnc1)N1CCN(Cc2ccccc2)CC1 | 0.8 | 9 | 47 | -0.1
CCN(C(=O)CSc1nc2c(sc(=S)n2CC)c(=O)n1-c1ccccc1)c1cccc(C)c1 | -0.7 | 8 | 4 | -0.1
O=C(NCc1ccc2c(c1)OCO2)C(Cc1ccccc1)NS(=O)(=O)c1cccs1 (centres undefined) | -0.2 | -2 | -22 | 0.0
O=C(CSc1nnc(NCc2ccccc2)s1)c1ccccc1 | 0.2 | -13 | 13 | 0.0
COCCNCCCOc1ccccc1-c1ccccc1 | 0.0 | 5 | 35 | 0.1
O=C(COc1cccc(NC(=O)c2ccco2)c1)c1ccc(F)cc1 | 1.6 | 0 | 15 | 1.0
CC[C@H](C)[C@H](NC(N)=O)C(=O)NNC(=O)c1ccc(N(CC)CC)cc1 | 0.2 | 3 | -7 | 0.0
C=CCn1c(=C(C#N)C#N)s/c(=C\c2ccccc2Br)c1=O | 1.7 | -36 | -1 | -0.1
CC(=O)Nc1ccc(Nc2cc(NC3CCC(O)CC3)ncn2)cc1 (centres undefined) | 0.4 | 9 | 9 | -0.1
Cn1cnnc1SCc1ccc(C(=O)NN)cc1 | 2.7 | -11 | -7 | 0.1
COc1cc(CCN2C(=O)N[C@@H](c3ccccc3)C(C(C)=O)=C2C)cc(OC)c1OC | 2.4 | nt | 8 | 0.1
CSc1ccc(/C=C2/C(=O)ON=C2c2ccccc2)cc1 | 0.9 | -7 | 38 | 0.1
Cc1ccc(OCC(=O)N/N=C/c2cccc(O)c2)cc1 | -0.2 | -2 | -6 | 0.1

Looked up above.
FBW7 act result of C=CCn1c(=C(C#N)C#N)s/c(=C\c2ccccc2Br)c1=O : -0.1
TEAD-YAP block result of O=C(COc1cccc(NC(=O)c2ccco2)c1)c1ccc(F)cc1 : 0
FBW7 act result of Cc1ccc(OCC(=O)N/N=C/c2cccc(O)c2)cc1 : 0.1
MITF inh result of O=C(c1cccnc1)N1CCN(Cc2ccccc2)CC1 : 47
FBW7 act result of COc1ccccc1NC(=O)c1ccc(N2CC3CC(C2)c2cccc(=O)n2C3)c(NC(=O)c2cccnc2)c1 (centres undefined) : -0.1
FBW7 act result of CC(=O)Nc1ccc(Nc2cc(NC3CCC(O)CC3)ncn2)cc1 (centres undefined) : -0.1

Assay outcomes deposited in PubChem BioAssay by The Scripps Research Institute Molecular Screening Center.
